K1F lysis inhibition – protection from phage-mediated lysis, alamar blue read-out – E. coli UTI89, K1F phage, bacterial capsule biogenesis inhibitors (AID 488966); 340,000 tested, 0.02% active; inhibition, % at 100 µM, or IC50 in µM where a hit was titrated; E. coli UTI89 K1F phage lysis, alamar blue, 2 h; higher % means a stronger effect;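 active = phage lysis inhibition, versus mean bacterial control, above a set limit; inconclusive = no clear call, values can overlap the other calls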;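 also: capsule biogenesis inhibitors block K1F phage lysis so surviving cells raise fluorescence; higher fluorescence means more inhibition of phage lysis; actives were called in the ten point dose series up to 300 µM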
GPR55 antagonists – GPR55 antagonists blocking LPI-driven arrestin recruitment, primary screen, imaging, U2OS, beta-arrestin-GFP, LPI agonist (AID 2013) | U2OS GPR55 beta-arrestin-GFP translocation imaging, LPI antagonism; higher % means a stronger effect | one-dose inhibition, % at 10 µM; IC50 in µM for titrated hits | 290,000 tested, 0.13% active;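 active = spots per cell inhibited over 60%, with over 100 cells counted and total cytoplasm intensity under 500,000; inconclusive = wells with under 100 cells, flagged as likely toxic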;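 also: U2OS cells stably carrying GPR55 and arrestin-GFP stimulated by 5 µM LPI near EC80; imaged beta-arrestin-GFP aggregate spots per cell after agonist stimulation; plate controls were LPI-stimulated DMSO wells for no effect and DMSO wells without LPI for full effect; some results filed as inactive read as strong as hits; confirmed hits need IC50 under 10 µM and bright autofluorescent wells are also inconclusive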
Large T inhibition – TAg ATPase/helicase activity blockers – biochemical (AID 1903); SV40 large T antigen ATPase/helicase inhibition assay; higher % means a stronger effect; inhibition, % at 20 µM, or IC50 in µM where a hit was titrated; 310,000 tested, 0.39% active; in the data active = a potency from the dose series; inconclusive = inhibition mostly from about 32% at the one dose, without a potency; inactive = the rest, 99 in 100 with inhibition below about 32%; also: strong numbers were not always called active
GPR35 antagonists – inhibition of zaprinast-stimulated GPR35 beta-arrestin translocation – imaging, U2OS, beta-arrestin-GFP, zaprinast agonist, primary screen (AID 2058). one-dose inhibition, % at 10 µM; IC50 in µM for titrated hits. U2OS GPR35 beta-arrestin-GFP translocation imaging, zaprinast antagonism; higher % means a stronger effect. 290,000 tested, 0.052% active;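 active = inhibition of at least 50% with at least 30 cells and total cytoplasm GFP at most 10,000,000; inconclusive = under 30 cells or total GFP of 10,000,000 plus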
RSV CPE inhibition – RSV antiviral activity via CPE protection, HEp-2 cells, primary 10 µM value included (AID 2391). HEp-2 cells, RSV-induced CPE inhibition; higher % means a stronger effect. 310,000 tested, 0.13% active. one-dose CPE inhibition, % at 10 µM; IC50 in µM for titrated hits; in the data active = a potency from the dose series; inconclusive = CPE inhibition mostly from about 23% at the one dose, without a potency; inactive = the rest, 99 in 100 with CPE inhibition below about 21%; also: strong numbers were not always called active
Salmonella PhoP GFP – inhibitors of PhoP regulon expression, primary screen, Salmonella Typhimurium, GFP reporter (AID 1863) | S. Typhimurium PhoP-regulated promoter GFP reporter, 4 h; higher % means a stronger effect | one-dose inhibition, % at 50 µM; IC50 in µM for titrated hits | 300,000 tested, 0.16% active;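 active = inhibition over 29.93%, a cutoff 3 SD above the screen mean, later confirmed by dose response; inconclusive = inhibition over 29.93% but no dose response follow-up; inactive = inhibition at most 29.93% or unconfirmed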;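 also: 0% = low Mg2+ inducing control and 100% = high Mg2+ repressing control; strong numbers were not always called active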
HIV fusion peptide – cell-free HIV fusion peptide-binding blockers – biochemical, uHTS, fluorescence dequenching, primary screen (AID 1986). cell-free peptide binding, fluorescence dequenching, 30 min; higher % means a stronger effect. inhibition, % at 20 µM, or IC50 in µM where a hit was titrated. 290,000 tested, 0.3% active; in the data active = inhibition mostly above about 52%, no sharp cut-off; inactive = mostly below about 76%; also: some results filed as inactive read as strong as hits
Dengue-2 NS5 capping – flavivirus cap methylation enzyme inhibition – biochemical, confirmation dose response, primary screen (AID 588689) | Dengue-2 NS5 methyltransferase capping enzyme assay, biochemical; higher % means a stronger effect | one-dose inhibition, % at 25 µM; IC50 in µM for titrated hits | 340,000 tested, 0.3% active; in the data active = a potency from the dose series; inconclusive = inhibition above about 29% without an active follow-up result
MgcRacGAP inhibition – MgcRacGAP GTPase-activating activity inhibitors, confirmation, biochemical, ADP Hunter fluorescence; inhibition, % at 30 µM; hits with a dose series show IC50 in µM; MgcRacGAP-stimulated Rac1 GTP hydrolysis, ADP Hunter fluorescence; higher % means a stronger effect; GST-tagged Rac1 F28L mutant substrate; 340,000 tested, 0.6% active; AID 624330;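 active = first-screen hits whose inhibition reached a set limit at any dose in the follow-up dose series; inconclusive = inhibition above the set first-screen limit but never retested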;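 also: fluorescence reports GDP produced by GAP-driven GTP hydrolysis; strong numbers were not always called active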
Dengue-2 NS5 capping pilot replicate – recorded beside Dengue-2 NS5 capping, whose call it bears; inhibition, %; measured here: pilot screen replicate inhibition
Numbers without * were called inactive; ? = inconclusive; . = no result given; [ ] = another dose, or the depositor's remark.

SMILES	K1F lysis inhibition	GPR55 antagonists	Large T inhibition	GPR35 antagonists	RSV CPE inhibition	Salmonella PhoP GFP	HIV fusion peptide	Dengue-2 NS5 capping	MgcRacGAP inhibition	others
Cc1ccc(S(=O)(=O)N2CCC(=O)N(CCOC(=O)NCc3ccccc3)CC2)cc1	.	5%	5%	14%	0.6%	9%	-0.7%	.	.
CCOc1ccc(NS(=O)(=O)c2ccc3[nH]cc(C(=O)N(CC)CC)c(=O)c3c2)cc1	-1.7%	-5%	5%	15%	0.8%	5%	10%	-4%	8%
CC(Oc1ccc(Br)cc1)C(=O)NCC(c1cccs1)N1CCOCC1 (centres undefined)	-1.6%	.	1%	.	-0.5%	5%	.	-9%	1%
Cc1noc(C)c1C(=O)NCCc1ccc(Cl)cc1	-1.1%	6%	7%	9%	-1.3%	6%	1.3%	-10%	2%
Cc1nn(CC(=O)NCCc2ccc(Cl)cc2)c(=O)c2cccn12	0.5%	12%	6%	8%	2.7%	-4%	0.3%	-4%	6%
Cc1cccc(OCc2n[nH]c(=S)n2Cc2ccccc2)c1	0.1%	2%	6%	15%	?	4%	0.5%	-2%	11%
O=C(Nc1ccccc1C(=O)NCCCN1CCOCC1)c1ccc(F)cc1F	0.4%[50 µM]	6%	2%	-13%	0.9%	-8%	0.1%	-6%	8%
CNC(=S)NNC(=O)c1cccc(N(C)C)c1	0.4%	4%	31%	-6%	-2.6%	-5%	1.8%	-2%	4%
CCN1CCN(C(C)C(=O)NC2CCCCC2)CC1 (centres undefined)	0.1%	14%	1%	-6%	0.7%	-7%	0.1%	6%	76µM*
COCCNC(=O)C(c1ccccc1)N(Cc1cccs1)C(=O)Cn1nnc2ccccc21 (centres undefined)	1.2%	1%	-1%	-1%	0.9%	21%	1.5%	4%	0%
O=C(N/N=C/c1ccc(OC(=O)c2cccs2)cc1)c1ccc(F)cc1	0.0%	-20%	5%	-14%	1.8%	3%	1.0%	-4%	3%	Dengue-2 NS5 capping pilot replicate=-1.8
COc1ccc(NC(=O)/C(C#N)=C/c2ccc(-c3ccc(Cl)c(C(=O)O)c3)o2)cc1	0.3%	-12%	4%	16%	4.0%	6%	14%	3%	9%
CC(C)C1(CCNC(=O)c2cccs2)CCOC(C)(C)C1 (centres undefined)	0.0%	-3%	7%	0%	2.7%	-3%	-1.6%	-1%	4%
CC(C(=O)N1CCCCC1)N1CCN(S(=O)(=O)c2ccc(Cl)cc2)CC1 (centres undefined)	0.4%[50 µM]	.	.	.	1.2%	.	.	2%	8%
O=C(Cc1cccc(NC(=O)C2CCCN(C(=O)C3CCC3)C2)c1)Nc1cccc(C(=O)N2CCCC2)c1 (centres undefined)	0.0%	.	.	.	1.8%	.	.	-2%	-3%
COc1ccc(Cn2c(C)nc3c(c(=O)c4ccccc4n3C)c2=O)cc1	0.6%	14%	-3%	-2%	13%	-8%	-1.7%	7%	5%
CC(C)CSc1nc2ccccc2n1CC(N)=O	1.3%	2%	6%	0%	0.9%	5%	4.6%	0%	4%
Cc1cc(NC(=O)C(C)SCC(=O)OC(C)C(=O)Nc2cccc(C#N)c2)no1 (centres undefined)	1.1%[50 µM]	.	8%	.	-0.5%	-5%	.	3%	-2%
CC(=O)c1ccc(S(=O)(=O)NCc2ccc(C(=O)NCC(c3ccccc3)N(C)C)cc2)cc1 (centres undefined)	0.0%	-2%	9%	-3%	-0.6%	0%	0.1%	-5%	6%
COc1nc(C#N)nc(N(C)C)n1	1.4%	3%	2%	14%	-1.3%	-9%	3.1%	-6%	7%
N#Cc1cccc(NC(=O)CCNC(=O)c2ccccc2Cl)c1	0.3%	-2%	-3%	11%	2.4%	5%	-0.6%	-5%	4%
NS(=O)(=O)c1ccc2nc(NC(=O)Nc3ccc(F)cc3)sc2c1	-1.3%	4%	5%	-5%	4.0%	7%	-2.2%	-10%	5%
CC1CC(C)CN(CCCNC(=O)CN2C(=O)COc3ccc(S(=O)(=O)N4CCOCC4)cc32)C1 (centres undefined)	0.1%	15%	12%	-4%	1.9%	-8%	-0.4%	-2%	15%
COc1ccc2c(c1)Cc1sc(NC(=O)c3ccccc3)nc1-2	1.7%	4%	31%	-4%	12%	-8%	7.0%	2%	15%
O=C(Nc1ccc2c(c1)OCO2)C1CCN(c2ccc(S(=O)(=O)N3CCOCC3)cc2)CC1	0.6%	2%	-5%	-6%	0.8%	2%	12%	0%	2%
COc1ccc(C)cc1C1=Nc2ccccc2C1(C)C	12%	8%	10%	-5%	4.4%	2%	-1.2%	-2%	6%
CCOC(=O)N1CCN(C(=O)CSCc2ccc(Br)cc2)CC1	-3.1%	14%	-2%	1%	3.0%	-2%	-1.7%	-7%	10%
O=S(=O)(Nc1ccc(-c2ccc3nncn3n2)cc1)c1ccc(Cl)s1	0.6%[50 µM]	.	9%	.	-2.2%	-5%	.	-4%	4%
Cn1c(=O)oc2cc(S(=O)(=O)NCc3cccnc3)ccc21	-0.1%	4%	9%	12%	0.1%	-5%	9.5%	3%	5%
COc1ccc(S(=O)(=O)N2CCOCC2)cc1NC(=O)c1cc(C)oc1C	1.2%[50 µM]	.	.	.	1.8%	.	.	-13%	7%
CC(C)NC(=O)NNC(=O)c1nn(-c2ccc(F)cc2)ccc1=O	-1.5%	4%	9%	-7%	1.3%	3%	-1.9%	-7%	-10%
Cc1nnc(SCC(=O)Nc2ccccc2)n(N)c1=O	0.2%	13%	7%	-9%	3.3%	4%	0.3%	-3%	3%
CCOC(=O)C1CCCN(C(=O)C2CCN(C(=O)Nc3ccccc3)CC2)C1 (centres undefined)	0.5%[50 µM]	.	10%	.	-0.2%	-3%	.	-1%	4%
O=C(Nc1cccc(Cl)c1)N1CCN(c2ncccn2)CC1	0.1%	17%	3%	-10%	5.5%	-9%	1.2%	-2%	6%
COc1ccc(NC(=O)CN(C)C(=O)c2cc(-c3ccc(C)o3)nc3ccccc23)cc1	0.5%[50 µM]	.	24%	.	-1.3%	-4%	.	-8%	6%
CC(=O)Nc1ccc(OCC(O)Cn2c3ccccc3c3ccccc32)c(C)c1 (centres undefined)	0.8%	11%	15%	7%	12%	-1%	0.0%	-2%	-1%

2 records picked at random from those above, as already listed:
SMILES	K1F lysis inhibition	GPR55 antagonists	Large T inhibition	GPR35 antagonists	RSV CPE inhibition	Salmonella PhoP GFP	HIV fusion peptide	Dengue-2 NS5 capping	MgcRacGAP inhibition	others
COc1ccc2c(c1)Cc1sc(NC(=O)c3ccccc3)nc1-2	1.7%	4%	31%	-4%	12%	-8%	7.0%	2%	15%
CC1CC(C)CN(CCCNC(=O)CN2C(=O)COc3ccc(S(=O)(=O)N4CCOCC4)cc32)C1 (centres undefined)	0.1%	15%	12%	-4%	1.9%	-8%	-0.4%	-2%	15%

Next part:
SMILES	K1F lysis inhibition	GPR55 antagonists	Large T inhibition	GPR35 antagonists	RSV CPE inhibition	Salmonella PhoP GFP	HIV fusion peptide	Dengue-2 NS5 capping	MgcRacGAP inhibition	others
CS(=O)(=O)c1ccc(Cl)c(NC(=O)CSc2nc3ccccc3c(=O)n2Cc2ccco2)c1	2.5%[50 µM]	.	21%	.	-1.1%	-4%	.	2%	-1%
COc1ccccc1C(=O)NCCC(=O)Nc1ncccc1O	-0.3%	11%	23%	16%	0.4%	-2%	1.0%	-1%	5%
Cc1ccc(S(=O)(=O)Cc2ccc(C(=O)N3CCCCCC3)o2)cc1	6.1%	-1%	-1%	11%	1.3%	3%	-2.5%	-4%	3%
Cc1ccc2c(c1)COc1c3ccc(C(=O)NCC4CC4)cc3nn1-2	1.5%	4%	10%	13%	10%	-2%	-1.7%	0%	6%
O=C(c1ccccc1[N+](=O)[O-])N1CCN(Cc2ccc3c(c2)OCO3)CC1	4.8%	0%	1%	-5%	2.3%	9%	-1.0%	-4%	3%
Cc1ccccc1N1C(=O)C(Oc2ccc(Cl)cc2)C1CNC(C)(C)C (centres undefined)	0.0%	3%	7%	-7%	1.5%	2%	-1.3%	-3%	0%
O=C(O)c1cccc(Cn2c(Cl)c(/C=N/NC(=O)c3cccc(O)c3)sc2=O)c1	3.2%	3%	20%	-6%	-0.9%	-3%	2.3%	-6%	0%
CC1CCN(c2ccc(S(=O)(=O)NC3=NCCCCC3)cc2[N+](=O)[O-])CC1	2.9%	-14%	6%	-6%	7.2%	9%	-1.5%	-1%	2%
COc1ccc(NC(=O)C2C(=O)NC3(C)CC2c2ccccc2O3)cc1 (centres undefined)	1.7%	-10%	6%	10%	0.9%	-8%	0.9%	-2%	8%
O=C(/C=C/c1ccco1)OCC(=O)c1cccc([N+](=O)[O-])c1	0.2%	3%	3%	4%	1.5%	13%	2.3%	-12%	5%
CCCCn1c(N)c(N(CCOC)C(=O)c2ccc(C)c(S(=O)(=O)N3CCOCC3)c2)c(=O)[nH]c1=O	-0.4%	.	13%	.	-1.1%	-7%	.	-4%	7%
CC1(c2nnc(Cc3ccccc3)o2)CC(c2ccc([N+](=O)[O-])cc2)=NO1 (centres undefined)	0.2%	10%	21%	-8%	18%	5%	-1.2%	-6%	5%
CCN(Cc1ccccc1)C(c1ccc(C)cc1)c1nnnn1C(C)(C)C (centres undefined)	0.3%	4%	13%	-6%	2.4%	-8%	-0.5%	-1%	14%
O=S(=O)(c1ccccc1)N1N=C(c2cccs2)CC1c1ccc(F)cc1 (centres undefined)	-1.2%	-13%	10%	-2%	?	-3%	-0.9%	-4%	8%
COc1ccccc1-n1cnnc1SC(C)C(=O)Nc1ccc(NC(C)=O)cc1 (centres undefined)	1.3%	4%	18%	-2%	1.4%	-2%	-1.3%	-4%	6%
O=C(Nc1nnc(SCCN2CCOCC2)s1)C1CC(=O)N(c2ccccc2)C1 (centres undefined)	0.1%	5%	6%	-18%	2.1%	2%	-0.7%	-3%	7%
Cc1cc(N)n(-c2ccc3ccccc3c2)n1	0.3%	9%	9%	5%	0.4%	-6%	-0.6%	-8%	1%
Cc1ccc(C(=O)N[C@H](C(=O)Nc2ccc(F)cc2)C(C)C)cc1	0.0%	6%	18%	10%	-0.3%	7%	-1.9%	1%	5%
CC1=C(c2ccccc2)[N+](=O)C2(CCCCC2)N1[O-]	0.2%	-10%	5%	22%	1.3%	1%	1.4%	3%	28%
O=[N+]([O-])c1cccc(C(=Nc2ccccc2Cl)NO)c1	0.3%	-3%	0%	1%	-1.5%	4%	-1.8%	-5%	-8%
